# Bioassay records: PubChem BioAssay, several laboratories
# PfHsp90 yeast 2: reduces growth (ATP signal) of yeast expressing P. falciparum Hsp90; hit rate 0.32% among 310,000; S. cerevisiae expressing PfHsp90, BacTiter-Glo ATP, 48 h; yeast lacking PDR1 and PDR3 efflux regulators; inhibition, % at 9.4 µM; AID 504621;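 active means every replicate shows inhibition above about 80%, whatever the replicate mean, limit read from the data; inconclusive means mean inhibition reaches the set limit but some replicate falls short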;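 further: 0% = DMSO neutral controls and 100% = 20 µM radicicol positive controls; yeast relying on Plasmodium falciparum Hsp90 in place of its own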
# OPRM1-OPRD1 ag: agonists of human mu-delta opioid receptor heterodimerization. cells, OPRM1-OPRD1 heterodimerization, luminescence. activation, % at 9.3 µM. hit rate 0.3% among 340,000. AID 504326; in the data active means activation above about 18%;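 further: 0% = vehicle-treated cells and 100% = reference agonist; values of inactives mirror those of a sister screen read the other way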
# Target sequence (P35372 whole entry, looked up): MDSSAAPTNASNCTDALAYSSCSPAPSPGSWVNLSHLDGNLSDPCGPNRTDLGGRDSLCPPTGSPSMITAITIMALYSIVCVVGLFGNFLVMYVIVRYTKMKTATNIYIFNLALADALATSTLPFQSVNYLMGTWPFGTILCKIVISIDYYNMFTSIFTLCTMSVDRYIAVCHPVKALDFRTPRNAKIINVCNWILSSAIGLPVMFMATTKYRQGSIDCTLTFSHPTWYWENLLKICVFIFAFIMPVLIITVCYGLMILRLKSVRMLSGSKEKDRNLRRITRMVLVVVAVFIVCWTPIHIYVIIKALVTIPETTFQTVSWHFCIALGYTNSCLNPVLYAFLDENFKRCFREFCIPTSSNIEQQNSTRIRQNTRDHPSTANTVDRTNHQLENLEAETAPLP
# Target sequence (P41143 whole entry, looked up): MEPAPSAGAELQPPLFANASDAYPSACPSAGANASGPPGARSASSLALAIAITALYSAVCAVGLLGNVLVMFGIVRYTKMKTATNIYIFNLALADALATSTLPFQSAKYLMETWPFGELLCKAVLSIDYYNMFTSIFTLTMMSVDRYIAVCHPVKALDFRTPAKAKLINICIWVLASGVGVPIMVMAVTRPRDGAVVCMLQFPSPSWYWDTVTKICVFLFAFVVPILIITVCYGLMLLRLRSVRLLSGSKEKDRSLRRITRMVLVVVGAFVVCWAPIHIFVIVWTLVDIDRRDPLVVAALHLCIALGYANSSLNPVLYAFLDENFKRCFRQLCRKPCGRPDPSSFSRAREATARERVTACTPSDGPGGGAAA
# Arrestin-AP2 inh: blocks beta-arrestin peptide binding to AP2 adaptin. FITC-arrestin peptide / GST-AP2 beads, flow cytometry; AP2 beta2 appendage carries R879A mutation. inhibition, % at 10 µM. hit rate 0.31% among 340,000. AID 504490;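 active means inhibition above a set limit, near 3 SD of compounds lacking own fluorescence, cut at about 54% in these data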;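 further: plate controls were DMSO wells for no effect and 5 µM unlabelled arrestin peptide for full effect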
#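 Measured by: flow cytometry, FL1 (488/535 nm); Material: AP2 appendage R879A on GSH beads; Evaluation: percent response; Timing: pre-incubation 12 min, peptide binding 1 h, room temperature; Also added: 50 nM FITC-arrestin peptide; Medium: PBS with 0.05% Tween 20 and 0.1% BSA.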
# Mot1-301 SUMO: blocks SUMOylation pathway, rescuing yeast Mot1-301 growth. hit rate 1% among 320,000. AID 2716. growth rescue, % at 18.8 µM. S. cerevisiae Mot1-301 growth rescue, ATP luminescence, 38.5C; percent above DMSO median, 100 means doubled;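 active means every valid replicate shows activation above 250% relative to neutral control wells; inactive means the rest, any valid replicate at or below 250%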;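 further: OY570 slx delta 5 strain wells were the positive control but not used for scaling; some compounds called inactive have numbers as strong as hits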
# phage Ecoli inh: E. coli growth loss with phage present. growth absorbance. inhibition, % at 11.9 µM. hit rate 0.26% among 360,000; in the data active means inhibition above about 11%
# Ecoli viability: reduces bacterial viability in AddAB counter-screen | E. coli V3065 growth, OD600 absorbance, 18 h | inhibition, % at 11.9 µM | hit rate 0.27% among 330,000;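 active means inhibition above the campaign's mean inhibition across all tested compounds plus 3 SD, cut at about 9.9% in these data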;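 further: uninfected addAB+ strain grown without phage in ampicillin broth; 0% = DMSO wells and 100% = ciprofloxacin 0.95 µg/ml wells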
# PKA-R1A act: activators of PKA-R1A complex; P00514+P68181; PKA-R1A dissociation, Cy5-IP20 fluorescence polarization; scaled: DMSO 0%, 113 µM cGMP 100%; activation, % at 11.4 µM; hit rate 0.083% among 340,000;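 active means percent activation above the mean of all tested compounds plus 3 SD, cut at about 19% in these data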;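 further: higher means more PKAc released from R1A so a rise in polarization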
# OPRM1-OPRD1 inv: inverse agonist of human OPRM1-OPRD1 heterodimerization; P35372+P41143; cell-based MOR-DOR heterodimer luminescence, inverse agonism; inhibition, % at 9.3 µM; hit rate 0.21% among 340,000; AID 504357; in the data active means inhibition above about 22%, passing the limit was not always enough;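 further: 0% = cells with DMSO and 100% = wells without cells with DMSO; values of inactives mirror those of a sister screen read the other way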
# Tat export inh: blocks Tat-dependent protein export in E. coli; AID 488895; E. coli MC4100 TorA-mCherry Tat export, fluorescence; inhibition, % at 10 µM; hit rate 0.036% among 340,000;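 active means mean replicate inhibition at least 50% and at least half of replicates individually reaching 50%; inconclusive means only one of the two criteria met; inactive means neither criterion met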;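 further: exported cargo escapes ClpAP degradation while cytoplasmic cargo is degraded and loses fluorescence; 0% = median of neutral control wells and 100% = median of NaSCN control wells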
# AddAB inh: less growth of phage-infected E. coli with AddAB; E. coli expressing H. pylori AddAB, absorbance growth; inhibition, % at 11.9 µM; hit rate 0.29% among 330,000; AID 435030; in the data active means inhibition above about 12%;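 further: 0% = vehicle wells of infected cells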
# Pemphigus Ab inh: inhibitors of pemphigus antibody binding to human desmoglein-3 | P32926 | hit rate 0.48% among 310,000 | DSG3-coupled beads, scFv-anti-DSG3-GFP binding, flow cytometry; stronger effect = lower value | binding (percent of control), % at 10 µM;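 active means binding more than 3 SD below its plate's average and above zero; inconclusive means below that plate limit but binding exactly zero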; further: some compounds called inactive have numbers as strong as hits
# * = called active by the depositor; ? = inconclusive; nt = not tested or not shown. No enrichment for hits, and some 2.8% of all compounds hit somewhere here.
SMILES,PfHsp90 yeast 2,OPRM1-OPRD1 ag,Arrestin-AP2 inh,Mot1-301 SUMO,phage Ecoli inh,Ecoli viability,PKA-R1A act,OPRM1-OPRD1 inv,Tat export inh,AddAB inh,Pemphigus Ab inh
N#Cc1cccc(NC(=O)c2ccc(S(=O)(=O)N3CCOCC3)cc2)c1,-7.9,-1.8,2.5,-8.2,1.8,-1.2,-19.6,7.4,-9.2,3.6,81.3
Oc1ccc(CCc2n[nH]c(=S)n2-c2ccc(F)cc2)cc1,5.1,-1.1,-6.1,7.4,3.5,0.8,2.6,5.6,-4.1,1.7,103.8
COc1ccccc1CNC(=O)CN1CCN(Cc2ccc(Cl)cc2)C1=O,-9.8,-1.5,15.3,nt,0.2,-1.2,1.7,8.5,2.6,-0.9,100.5
COC(=O)c1ccc(NS(=O)(=O)c2cccc3cccnc23)cc1,35.3,-0.4,-3.1,-1.4,1.2,2.4,12.1,2.1,-1.8,3.3,100.8
CN(C(=O)c1ccc(NC(=O)C2CCN(C(=O)OC(C)(C)C)CC2)cc1)C1CC1,-0.5,-4.5,3.3,-9.2,1.9,0.6,9.9,20.7,-9.1,-0.2,100.8
COc1cc(C2C(C#N)=C(N)Oc3n[nH]c(-c4cccnc4)c32)cc(Br)c1O (stereo unspecified),-16.4,-3.3,5.0,-11.3,4.3,-1.8,4.7,18.7,-12.9,0.7,92.0
COc1ccc(/C=N/NC(=O)Cn2ccnc2C)cc1OC,10.4,nt,-2.0,156.9,0.9,-1.7,nt,nt,-4.9,0.4,98.9
CCOc1cccc2cc(C(C)=O)oc12,-8.5,-2.8,0.6,314.8,1.0,0.2,1.0,13.8,-0.3,2.1,115.9
Clc1ccc(-c2nnc3n2CCCCS3)cc1,-3.0,-1.8,1.8,0.4,2.9,0.8,11.4,9.4,0.5,-0.3,90.5
CC[C@H](C)[C@H](NC(=O)CNC(=O)COc1cc2c(c3oc(=O)cc(C)c13)CCC(C)(C)O2)C(=O)O,8.0,0.4,-10.0,2.9,-0.4,-0.9,-10.2,-1.7,4.2,-0.6,93.7
CC(=O)NCCn1c(SCC#N)nc2ccccc2c1=O,16.1,-3.6,7.9,-21.7,1.1,0.7,-12.5,17.9,-12.1,2.2,96.5
O=C(Cn1nc(-c2ccccc2)c2ccccc2c1=O)Nc1cccnc1,16.0,-2.6,21.4,2.5,4.0,1.5,-1.1,14.2,7.8,1.2,101.5
CS(=O)(=O)N1CCN(C(=O)c2ccccc2F)CC1,-28.2,-1.4,-2.7,1.5,1.4,-1.8,1.3,8.0,7.5,1.0,96.0
COc1cccc(Nc2c([N+](=O)[O-])cncc2[N+](=O)[O-])c1,-0.3,8.1,1.3,146.6,0.6,1.6,-1.7,-44.9,-8.0,5.8,113.8
Cc1ccc(OC(=O)c2cccc(S(=O)(=O)N3CCCC3)c2)c(-n2nc3ccccc3n2)c1,-17.1,-2.3,5.5,29.0,1.5,-3.9,-1.1,13.9,-2.1,0.1,104.4
CC1=C(CC(=O)O)c2cc(F)ccc2/C1=C\c1ccc(S(C)=O)cc1 (stereo unspecified),14.4,-1.7,12.0,4.9,3.0,-1.4,-2.0,9.1,-0.6,-1.4,nt
O=C(COc1ccccc1F)OCC(=O)N1CCc2ccccc21,nt,5.2,0.2,nt,4.0,nt,-2.1,-33.6,-12.5,nt,112.9
CN(C)CCOc1ccc(Cl)cc1C(C)(C)C,0.1,1.0,-4.1,288.1,1.4,2.1,5.5,-5.0,-2.4,0.9,101.6
O=C(Nc1ccc(F)cc1)Nc1cc(S(=O)(=O)N2CCOCC2)ccc1N1CCCC1,-6.2,1.0,2.1,14.0,2.5,0.6,-10.6,-5.2,?,2.4,105.3
O=C(OCc1ccccc1)N1CCC2CC1c1c(-c3ccc(C(F)(F)F)cc3)cccc12 (stereo unspecified),-6.0,-2.1,14.0,nt,3.4,nt,-7.0,9.7,-0.9,nt,106.2
COc1ccc(C(c2nnnn2C(C)(C)C)N2CCN(C(=O)c3ccco3)CC2)cc1 (stereo unspecified),26.6,-1.5,5.9,3.6,3.3,2.3,-5.5,8.0,3.2,3.7,105.3
COc1cc(CNCCN2CCOCC2)ccc1OCc1ccc(Cl)cc1Cl,-1.0,0.8,-33.6,nt,1.9,-5.6,-4.3,-4.9,-3.1,-4.5,103.1
COc1ccc(C(=O)COC(=O)C(CCCCN2C(=O)C3C4C=CC(C4)C3C2=O)N2C(=O)C3C4C=CC(C4)C3C2=O)cc1 (stereo unspecified),-43.4,0.3,4.2,nt,-0.2,2.2,1.3,-1.6,1.2,-3.2,124.8
Nc1nc(-c2ccc(Br)cc2)c(S(=O)(=O)c2ccccc2)s1,-6.1,2.9,9.2,-0.8,3.2,1.9,11.7,-15.4,-2.6,1.9,117.2
COC(=O)/C=c1/s/c(=C(\C#N)C(=O)NCc2ccco2)n(-c2ccc(C)cc2)c1=O,3.1,-1.6,-3.7,625.2,2.0,-1.3,-4.7,6.9,26.2,2.0,nt

# (next part)
SMILES,PfHsp90 yeast 2,OPRM1-OPRD1 ag,Arrestin-AP2 inh,Mot1-301 SUMO,phage Ecoli inh,Ecoli viability,PKA-R1A act,OPRM1-OPRD1 inv,Tat export inh,AddAB inh,Pemphigus Ab inh
O=C(NCC1CCCO1)c1cc(-c2ccccc2F)no1 (stereo unspecified),11.4,-2.9,-14.4,13.8,2.4,-0.8,-14.1,15.0,-2.8,4.7,nt
CC(=O)NCc1c(Cl)cccc1-n1cccc1,-1.1,-2.1,11.2,785.2*,1.2,1.8,-4.1,10.2,5.0,1.0,98.1
COc1ccc(CNC(=O)c2noc(C(C)C)c2[N+](=O)[O-])cc1,-10.1,-2.2,36.6,43.4,2.3,0.6,0.0,13.1,-10.5,0.7,98.6
CCc1noc(C)c1C(=O)N1CCN(S(=O)(=O)c2cccs2)CC1,-35.8,-0.5,-14.6,-4.3,5.2,2.2,-0.8,3.0,-0.4,1.7,97.7
CC1(C)CC(=O)C=C(c2cccnc2)C1,-4.4,-2.9,0.1,-15.4,1.6,-2.7,-5.1,16.6,3.9,3.5,98.2
C#CCOCCOCCOCCNc1nc(N2CCN(C(=O)Cn3cc(CC(C)O)nn3)CC2)nc(N2CCN(C(=O)[C@H](CCCCN)n3cc(CC(C)O)nn3)CC2)n1 (stereo partly specified),-4.3,-2.3,-5.9,nt,0.7,nt,-3.9,12.6,-5.0,nt,105.5
Cc1c2cnn(CC(=O)NCc3ccccn3)c(=O)c2c(C)n1Cc1ccc(Cl)cc1,2.1,0.1,-3.2,10.6,1.1,-0.6,-3.6,-0.7,-0.5,0.1,98.4
O=S1(=O)CCN2N=C(C34CC5CC(CC(C5)C3)C4)SC2=N1,-7.0,0.5,15.5,-24.3,-2.8,0.6,-8.5,-2.5,0.9,-0.9,99.5
O=C(Nc1nccs1)c1cc(S(=O)(=O)N2CCOCC2)c(Cl)cc1Cl,25.4,0.3,13.2,-12.4,0.4,-1.7,-0.8,-1.8,8.3,1.4,107.8
S=C(NCc1ccccc1)NNc1ccccc1,13.2,-0.9,-35.7,21.2,3.0,3.1,-5.3,4.9,-1.8,0.4,95.2
COc1ccc(NC(=O)C(c2ccccn2)N(C(C)=O)c2ccc(C)cc2)cc1 (stereo unspecified),-60.8,-3.0,8.1,5.4,2.0,3.1,-7.6,16.0,3.9,5.8,126.8
O=C(CNC(=O)c1cccs1)OCc1ccc(Br)cc1,8.1,-1.1,-13.8,3.3,0.5,0.7,-6.9,6.2,-3.4,1.5,nt
Nc1ccc2c(c1)C(=O)N(CCCC(=O)O)C2=O,7.3,-1.3,-7.6,345.0,3.1,0.8,-5.2,7.5,-3.5,0.7,99.2
O=C(NCc1ccccc1)C(c1ccc(F)cc1)N(C(=O)c1csnn1)c1ccccc1 (stereo unspecified),8.9,2.7,3.5,-6.5,1.2,3.2,-4.7,-21.9,9.8,2.9,140.4
CCOc1cc(C)c(C(C)C)cc1S(=O)(=O)N1CCOCC1,-13.9,0.2,-9.7,285.1,1.8,0.5,6.1,-0.9,0.5,1.4,95.4
Cc1c(C(=O)NC(C)C)c(-c2ccccc2)nn1-c1ccccc1,10.3,-4.2,26.7,-8.0,2.4,3.5,-2.8,22.3,-6.2,1.5,83.3
CN(C)CCNC(=O)c1ccc2c(c1)N(Cc1ccc(F)cc1)CCS2,nt,1.7,6.0,-20.0,3.3,1.5,-3.7,-8.5,2.3,4.3,108.8
COc1ccc(NC(=S)NNC(=O)c2nnn(-c3ccccc3)c2C)cc1,-82.2,-2.0,-5.1,-3.2,0.7,-4.0,5.6,11.8,1.8,-2.0,99.1
CN1CCN(CCCNC(=O)C2CCN(c3nnc(-n4cccc4)s3)CC2)CC1,-2.9,-2.4,-0.7,14.4,1.7,0.8,-3.2,13.5,3.1,5.4,106.3
Cc1ccccc1C(=O)Nc1ccnn1C1CCN(Cc2cnn(C(C)C)c2)CC1,3.1,-2.1,2.7,-3.1,2.4,1.9,-7.5,11.9,-1.3,2.3,97.6
CC1=C(C#N)C(=O)NC(=O)/C1=C/c1ccc(-c2ccc(S(N)(=O)=O)cc2)o1,-16.6,-1.2,-6.1,-5.0,3.8,-2.8,4.2,6.0,-4.1,-1.2,97.0
C1=C(c2cc3ccccc3cn2)CCCC1,14.2,1.1,12.3,226.2,0.1,-1.0,8.2,-6.4,-4.8,-1.2,104.1
COc1ccc2cc3cc(C(=O)Nc4ccc5c(c4)OCCO5)oc3nc2c1,0.6,1.9,-1.2,24.0,0.6,-0.7,1.7,-9.3,-11.3,2.2,146.3
CCc1noc(C)c1C(=O)Nc1ccc(S(=O)(=O)N2CCCC(C)C2)cc1 (stereo unspecified),nt,1.1,-0.2,-7.7,1.4,0.6,7.3,-5.5,-3.0,-0.2,104.5
CC12CCC(=O)N1C(C(=O)OCc1c(Cl)cccc1Cl)CS2 (stereo unspecified),-23.1,-2.0,3.2,-12.5,-1.4,-2.1,6.5,10.7,-0.9,-5.8,102.7
CN(Cc1ccccc1)C(=O)c1nc2ccccn2c1CNCCn1cccn1,1.1,0.9,26.2,-0.5,3.6,-1.7,6.3,-6.2,-2.4,0.5,91.6
CC(=O)c1ccc2c(c1)C1C=CCC1C(c1ccncc1)N2 (stereo unspecified),1.9,-0.4,1.7,nt,-1.3,0.6,-19.4,2.0,2.4,0.9,95.3
Cc1cc(C=O)c(O)cc1O,21.8,-0.7,9.7,4.8,3.1,1.0,-0.1,4.2,-7.5,3.6,102.8
Cc1ccc(C(=O)Nc2ccc(C(=O)/C=C/c3cccs3)cc2)cc1,nt,3.4,9.5,11.0,1.6,-1.7,-23.6,-19.8,-4.3,3.1,95.5
